# From PubChem
# D1 agonist: activates the human D1 dopamine receptor. P21728. HEK293 T-REx D1 cells, calcium flux, agonist mode. activation, % at 2 µM. actives 1% (n = 360,000); in the data active = activation above about 30%; note: 0% is about no effect
# Target sequence (P21728 whole entry, looked up): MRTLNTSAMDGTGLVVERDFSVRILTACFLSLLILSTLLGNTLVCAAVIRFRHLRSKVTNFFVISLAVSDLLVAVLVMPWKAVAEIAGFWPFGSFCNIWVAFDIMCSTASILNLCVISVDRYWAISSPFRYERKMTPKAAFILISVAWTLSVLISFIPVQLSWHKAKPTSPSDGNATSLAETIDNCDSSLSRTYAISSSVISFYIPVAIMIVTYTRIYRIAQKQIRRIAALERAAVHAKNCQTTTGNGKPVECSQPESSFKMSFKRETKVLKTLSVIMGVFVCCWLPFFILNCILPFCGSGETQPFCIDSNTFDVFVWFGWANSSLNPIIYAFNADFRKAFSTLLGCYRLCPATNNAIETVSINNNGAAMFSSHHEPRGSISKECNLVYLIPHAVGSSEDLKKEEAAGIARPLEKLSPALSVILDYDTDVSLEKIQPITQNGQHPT
#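 Tetracycline-induced HEK293 TREx D1 cells, force-coupled to calcium signalling, were dye-loaded with a no-wash calcium kit. Compound was pin-added after a 10 s baseline. Fluorescence was read kinetically at 1 cycle/s for 180 s, with calcium rises flagged as agonism.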
# TRHR enhancer: TRH receptor (human) allosteric enhancement. TRHR cells, fluo-8 calcium fluorescence, EC20 TRH enhancement. actives 0.66% (n = 360,000). P34981. enhancement, % at 2 µM; in the data active = enhancement above about 30%; note: 0% is about no effect
# Target sequence (P34981 whole entry, looked up): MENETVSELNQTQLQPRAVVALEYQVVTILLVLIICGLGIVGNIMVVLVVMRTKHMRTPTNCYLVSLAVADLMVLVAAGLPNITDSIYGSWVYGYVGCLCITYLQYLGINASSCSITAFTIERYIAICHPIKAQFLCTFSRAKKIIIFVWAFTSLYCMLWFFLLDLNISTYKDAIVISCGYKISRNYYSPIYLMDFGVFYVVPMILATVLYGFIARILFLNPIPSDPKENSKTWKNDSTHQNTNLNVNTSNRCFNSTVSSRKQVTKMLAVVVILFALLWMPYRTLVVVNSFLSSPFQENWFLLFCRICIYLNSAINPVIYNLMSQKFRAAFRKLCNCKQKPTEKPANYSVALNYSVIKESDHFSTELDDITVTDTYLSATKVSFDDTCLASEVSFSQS
#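 TRHR-expressing cells loaded with fluo-8 calcium dye were read kinetically (ex 480/em 530) during compound addition, then stimulated with an EC20 of TRH (10 nM final). Enhancement of the Gq-mediated intracellular calcium response was scored.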
# D1 antagonist: blocks dopamine activation of the human D1 receptor. P21728. actives 3.2% (n = 360,000). AID 504652. HEK293 TREx D1 cells, calcium flux, dopamine EC80; active compounds read low. activity change, negative = inhibition, % at 10 µM; in the data active = activity change below about -30%; note: % is set by controls: 0 for no effect and ±100 for the full control effect
#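 Compound effects on dopamine-evoked calcium signalling were measured in tetracycline-induced HEK293 Trex D1 cells. Dopamine at EC80 followed a 180 s compound pre-read, and fluorescence was tracked kinetically for 180 s more.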
# RXFP1 antag: blocks the human relaxin receptor RXFP1; Q9HBX9; HEK293-RXFP1, relaxin-stimulated cAMP HTRF, 30 min; active compounds read low; activity change, negative = inhibition, % at 57.5 µM; actives 0.59% (n = 350,000); AID 1259400;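 active = activity change of -60% or lower, but not beyond a set lower limit; inconclusive = change between -60% and -40%, or beyond the set limit; inactive = change above -40%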; note: % is set by controls: 0 for no effect and ±100 for the full control effect
# D2 antag: antagonists of human D2 dopamine receptor | HEK293 TREx D2 cells, calcium flux, dopamine EC80 | inhibition, % at 10 µM | actives 2% (n = 340,000) | AID 485344; in the data active = inhibition above about 30%; note: 0% is about no effect
#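 Calcium mobilization kinetics were recorded at 1 s intervals in tetracycline-induced HEK293 T-REx D2 cells, first for 180 s after compound addition and then 180 s after EC80 dopamine.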
# D2 PAM: D2 dopamine receptor (human) potentiation | HEK293 T-REx D2, calcium flux, EC20 dopamine potentiation | potentiation, % at 10 µM | actives 0.34% (n = 340,000);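 active = potentiation over 3 SD above the plate norm, cut at about 30% in these data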; note: 0% is about no effect
#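 Cells plated with tetracycline inducer and held overnight at 30 C; calcium dye loaded 30–90 min at room temperature; baseline taken, compound added and read 180 s; EC20 dopamine then added and read 180 s.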
# RXFP1 ag: activates the human relaxin receptor RXFP1; Potency, µM (titrated, usually from 57.5 µM), for inactives: at the highest dose activation, most hits filed as activators; HEK293T-RXFP1 cAMP TR-FRET, 30 min; response scale: percent of porcine relaxin response, buffer zero; actives 0.3% (n = 370,000); Q9HBX9; active = well fitted activation curve with a large enough effect; inconclusive = small, poorly fitted or top-dose-only effect; note: potency is the fitted concentration of half-maximal effect; % is set by controls: 0 for no effect and ±100 for the full control effect; nearly all actives have a fitted effect of over 60% in size; many of its hits are not listed in these tables
#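 HEK293T cells stably expressing RXFP1 were pretreated with the PDE4 inhibitor Ro 20174, exposed to compounds for 30 min at 37C, lysed, and cAMP was read by TR-FRET. Data normalized to buffer (basal) and 29 nM porcine relaxin (100%).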
# D2 ag: agonists of human D2 dopamine receptor; activation, % at 2 µM; HEK293 T-REx D2 cells, calcium flux agonist mode; actives 0.53% (n = 340,000); P14416;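 active = activation over 3 SD above normal in the single-dose calcium agonist read, cut at about 30% in these data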; note: 0% is about no effect
#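 Agonism scored from kinetic calcium signal (1 read/sec, 180 s) following compound pin transfer, after a 10 s baseline. Cells: HEK293 Trex line expressing inducible D2 receptor coupled to calcium, dye-loaded after overnight culture at 30 C.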
# D1 potentiator: enhances dopamine response at the human D1 receptor; potentiation, % at 10 µM; AID 504651; HEK293 TREx D1 cells, calcium flux, dopamine EC20 potentiation; actives 0.036% (n = 360,000); in the data active = potentiation above about 30%; note: 0% is about no effect
# An asterisk follows results filed as active; ? = inconclusive; · = not tested or not shown; & = joins results of further samples.
SMILES,D1 agonist,TRHR enhancer,D1 antagonist,RXFP1 antag,D2 antag,D2 PAM,RXFP1 ag,D2 ag,D1 potentiator
O=C(NCCCN1CCCCCC1)C1CCCN(S(=O)(=O)c2cccc3nsnc23)C1 (stereo not drawn),0,-8,-12,-2,8,-13,3.2%,0.8,-9
CC(C)(C)NC(=O)CN1CCC(NC(=O)C23CC4CC(CC(C4)C2)C3)CC1,3,7,6,-13,·,·,1.2%,·,2
COCCn1c(SCC(=O)Nc2ccc3c(c2)OCCO3)nnc1-c1c[nH]c2ccccc12,4,8,4,-27,-19,-7,1.8%,-1.5,2
O=C(COC(=O)c1ccc(NS(=O)(=O)c2cccs2)cc1)NCc1ccco1,2,0,7,3,6,0,-0.2%,-0.3,-7
O=C(C1CC(=O)N(c2ccc3c(c2)OCCO3)C1)N1CCN(c2ccccc2)CC1 (stereo not drawn),0,1,-28,2,-4,3,-0.5%,0.4,-5
Cc1ccc(NC(=O)c2cc(S(=O)(=O)NCCc3ccccc3)ccc2F)cc1Cl,6,-10,-22,10,-2,2,0.8%,0.1,-7
CC1CCCN(Cc2nc3c(c(=O)n(C)c(=O)n3C)n2CC(N)=O)C1 (stereo not drawn),3,3,5,11,-12,-2,1.8%,0.5,-8
CSCCOC(=O)COc1ccc(/C=N/NC(=O)c2nn(C)cc2Cl)cc1,0,-1,6,7,-4,10,-0.3%,0.6,3
CCC(C)NC(=O)c1cc2c(=O)n3cccc(C)c3nc2s1 (stereo not drawn),0,-5,1,-14,-2,-3,11%,-2.2,-6
COc1ccc(-c2cn3c(n2)sc2cc(C(=O)NCCCc4ccccc4)ccc23)cc1,-1,5,-1,-1,·,-9,7.0%,0.4,-3
COCCNC(=S)NC1CC2CCCC(C1)N2Cc1ccco1 (stereo not drawn),9,11,5,-4,1,1,-7.5%,-0.2,-5
CCN1C(=O)c2cccc3c(S(=O)(=O)Nc4ccc(OC)cc4OC)ccc1c23,3,7,-16,-5,-6,-4,0.9%,-0.5,-5
Cc1cc(C)cc(OCC(=O)O/N=C(\N)Cc2ccc([N+](=O)[O-])cc2)c1,11,-5,-2,-8,·,-6,-0.3%,0.2,5
Cc1cc(C)cc(OCc2nnc(SCC(=O)c3ccc(Br)cc3)o2)c1,11,-2,16,-4,11,1,-0.2%,1.5,1
COc1cccc(OCc2nc3ccccc3n2Cc2ccccc2)c1,21,2,3,-36,·,-8,0.2%,-0.4,-2
Cc1ccc(/C=N/NC(=O)c2ccccc2OCc2cccc(Br)c2)o1,-1,58*,-11,?,7,13,1.5%,8.5,-5
COc1ccc(/C=C2/C(=O)N(CC3CCCO3)C(=S)N2C)c(OC)c1 (stereo not drawn),4,-1,-10,-19,-26,6,2.9%,-0.3,-8
CCOC(=O)c1c(C)oc2nc(C)nc(Nc3cccc(OC)c3)c12,4,12,17,1,·,3,0.4%,0.8,-2
COCCn1nnnc1C(c1cccc(OC)c1OC)N1CCN(C(=O)c2ccco2)CC1 (stereo not drawn),1,-1,28,-11,-12,4,2.4%,0.4,-3
CN(C)/C=C(/C(=O)c1ccc(Cl)cc1Cl)S(=O)(=O)c1ccccc1,-1,4,15,10,9,5,0.4%,0.5,-3
CCCCN(CC)CCNC(=O)Cn1c(=O)c2cccn2c2cccnc21,2,0,-13,10,·,2,0.0%,0.7,-4
CCC(C)(C)NC(=O)c1cccc(NC(=O)C(C)C)c1,0,-1,-22,-10,10,-5,1.6%,-1.2,-4
COc1ccc(CNC(=O)CCCn2nc(C)c([N+](=O)[O-])c2C)cc1,1,-4,-3,·,5,-10,1.1%,0.8,12
O=C(Nc1ccon1)c1cccc(S(=O)(=O)N2CCCCC2)c1,2,-1,-10,-7,10,-6,1.8%,1.1,8
COc1ccc(C(=O)N2CCN(S(=O)(=O)c3ccc(C)cc3)CC2)cc1S(=O)(=O)N1CCOCC1,2,-8,26,4,-2,-2,7.2%,0.4,3

# Whole records, looked up by structure. Screens in order: D1 agonist, TRHR enhancer, D1 antagonist, RXFP1 antag, D2 antag, D2 PAM, RXFP1 ag, D2 ag, D1 potentiator
# `O=C(NCCCN1CCCCCC1)C1CCCN(S(=O)(=O)c2cccc3nsnc23)C1` (stereo not drawn) in the list: 0, -8, -12, -2, 8, -13, 3.2%, 0.8, -9
# `Cc1cc(C)cc(OCc2nnc(SCC(=O)c3ccc(Br)cc3)o2)c1` in the list: 11, -2, 16, -4, 11, 1, -0.2%, 1.5, 1

# Returning to the listing with the three entries that preceded the break.
SMILES,D1 agonist,TRHR enhancer,D1 antagonist,RXFP1 antag,D2 antag,D2 PAM,RXFP1 ag,D2 ag,D1 potentiator
COc1ccc(CNC(=O)CCCn2nc(C)c([N+](=O)[O-])c2C)cc1,1,-4,-3,·,5,-10,1.1%,0.8,12
O=C(Nc1ccon1)c1cccc(S(=O)(=O)N2CCCCC2)c1,2,-1,-10,-7,10,-6,1.8%,1.1,8
COc1ccc(C(=O)N2CCN(S(=O)(=O)c3ccc(C)cc3)CC2)cc1S(=O)(=O)N1CCOCC1,2,-8,26,4,-2,-2,7.2%,0.4,3
CCc1cccc(N(CC(=O)NCc2ccc(F)cc2)C(=O)c2csnn2)c1,-1,7,1,-8,·,-2,-0.2%,·,-1
CNc1nc(Cl)nc(Nc2ccccc2)n1,1,-9,-7,10,3,2,2.0%,-1.0,0
CC(NC(=O)C(CC(=O)OC(C)(C)C)NC(=O)OC(C)(C)C)C(N)=O (stereo not drawn),2,8,7,2,-5,8,-0.2%,0.7,5
CCCC/S(CC1CC1(Cl)Cl)=N\S(=O)(=O)c1ccc(C)cc1 (stereo not drawn),-2,-9,·,-15,12,-18,0.0%,-0.1,0
O=C(Nc1ccnn1C1CCN(C/C=C/c2ccc(F)cc2)CC1)C1CCCC1,7,-2,5,1,-15,4,-0.2%,-0.5,0
COC(=O)c1c(C)oc(C)c1S(=O)(=O)N1CCOCC1,1,3,2,-6,-3,10,-3.2%,0.3,1
O=C(NN=C1CCCC1)c1ccccc1O,2,0,0,-1,-4,3,0.4%,0.2,-3
Cc1cc(C)nc(SCC(=O)OCC(=O)Nc2nc3ccccc3s2)n1,31*,3,-6,-2,-8,5,-5.9%,-0.9,0
CC(Oc1ccccc1)C(=O)Nc1nnc(S(=O)(=O)N2CCCCCC2)s1 (stereo not drawn),9&1,10&1,0&3,-15,-13,-2&9,4.9%&0.2%,-0.9&0.0,-4&0
COc1cccc(C2C(C(C)=O)=C(O)C(=O)N2Cc2ccco2)c1 (stereo not drawn),2,-7,-4,0,-13,10,5.8%,0.1,-7
CCCCOc1ccc(C(=O)N/C(=C\c2cccc([N+](=O)[O-])c2)C(=O)OCCC)cc1,8,5,0,-9,-13,1,-0.3%,-0.6,0
Cc1cc(=O)n2[nH]c(-c3ccc(F)cc3)cc2n1,2,-4,-15,·,-2,3,0.9%,1.5,-4
CCOc1ccc(C(C)=O)cc1CSC(=N)N,4,7,-27,2,21,-3,0.8%,0.0,-6
CCSc1nc2n(n1)C(c1ccc(Cl)cc1Cl)C(C(=O)Nc1ccccc1C)=C(C)N2 (stereo not drawn),0,3,-34*,-5,·,-9,1.2%,0.7,-5
CCN(C(=O)Cn1nc(Cc2cccnc2)c2ccccc2c1=O)c1ccccc1F,0,2,-5,6,·,3,2.6%,·,-1
O=C(NC1CC(=O)N(c2ccc(Cl)cc2)C1)c1ccc(S(=O)(=O)N2CCCC2)cc1 (stereo not drawn),1,1,·,?,·,19,-0.3%,0.2,1
Cc1ccc(Cn2c(=O)n(CCC(=O)NCc3ccc4c(c3)OCO4)c(=O)c3ccccc32)cc1,5,0,-10,10,-3,-6,2.0%,0.5,2
CCC(=O)N1CCc2cc(CNC(=O)Cc3ccc(OC)c(OC)c3)ccc21,1,4,-7,1,·,3,2.2%,1.2,1
CCCC(=O)N1CCCC(c2nc(-c3cccc(OC)c3)no2)C1 (stereo not drawn),3,0,7,4,6,4,2.3%,-0.9,0
CCOC(=O)Cc1cc(=O)n2[nH]c(-c3ccccc3)cc2n1,0,1,-4,10,-4,-21,-0.1%,-0.1,-4
CCCCCCCc1c(O)nc(SCCN(C)C)[nH]c1=O,11,4,5,-8,6,-2,2.0%,-0.7,-3
O=Cc1cnc(N2CCCCC2)s1,2,0,20,3,0,-3,2.3%,-0.2,-1
Cc1cc(=O)[nH]n(CCO)c1=O,2,1,9,-4,4,9,1.3%,0.5,8
Cc1c(C(=O)N2CCC(Cc3ccccc3)CC2)sc2ncnc(N3CCC(C)CC3)c12,-3,-10,-10,-2,8,-1,16%,-0.4,-3
O=C(NC1CC1)c1ccc2c(Cl)c3c(nc2c1)CCCC3,-3,-3,13,2,14,18,1.3%,0.8,-2

# Next part
SMILES,D1 agonist,TRHR enhancer,D1 antagonist,RXFP1 antag,D2 antag,D2 PAM,RXFP1 ag,D2 ag,D1 potentiator
O=C1COc2ccc(C(=O)COC(=O)Cc3ccsc3)cc2N1,3,1,2,-8,18,-13,0.1%,-0.1,-4
O=c1c2ccccc2ncn1Cc1ccco1,3,3,18,1,14,-5,3.0%,-0.1,-2
COc1ccc(N2CCN(C(=O)CCCn3c(=O)[nH]c4cc(Cl)ccc4c3=O)CC2)cc1,3,6,-21,-10,-1,5,-1.4%,-0.3,-4
CC(C)NS(=O)(=O)c1ccc(OCC(=O)Nc2ccc3c(c2)OCCO3)cc1,2,0,4,-18,-6,-3,0.5%,0.7,-2
CN(CC(=O)NNC(=O)Cc1ccccc1F)S(=O)(=O)c1ccc(Cl)cc1,0,-5,-2,-3,-1,-5,2.7%,0.6,3
Cc1cccc(N2CCN(C(=O)c3cccn4c(=O)c5cc(Cl)ccc5nc34)CC2C)c1 (stereo not drawn),0,16,-1,-7,·,11,1.7%,0.0,4
O=c1c2sccc2nc(SCc2cc(=O)n3cc(Cl)ccc3n2)n1Cc1ccccn1,2,-4,23,-10,1,18,27%,-1.4,4
O=C1N=C(c2ccccc2)C(c2ccccc2)N1 (stereo not drawn),1,26,17,-3,-9,9,2.9%,-1.5,-1
CSc1cccc(NC(=O)C(c2ccccc2)N2Cc3ccccc3C2=O)c1 (stereo not drawn),2,-5,-9,-7,·,3,3.7%,1.5,7
O=C(Oc1ccc(C(=S)N2CCOCC2)cc1Br)c1ccccc1F,0,0,-19,-23,-8,0,15%,2.5,3
COc1ccc(S(=O)(=O)NCCC(=O)NC(C)c2ccccc2)cc1 (stereo not drawn),3,-3,3,13,1,-4,-3.1%,-0.5,1
CCc1ccccc1NC(=O)C1CCN(C(=O)N2CCOc3ccccc32)CC1,3,1,-22,5,11,3,3.4%,0.2,-2
CCOC(=O)N1CCN(c2ncnc3nc[nH]c23)CC1,0,-2,2,·,11,-5,6.5%,-0.9,-4
Cc1nccn1CC(=O)N/N=C/c1cccc(O)c1,4,1,-9,-11,-12,6,2.1%,-0.2,1

# An excerpt; the hit share may differ from the screen's.
